Compound activity from PubChem BioAssay.
Furin inhibitor: human furin inhibition. P09958. purified furin, fluorogenic substrate cleavage. inhibition, % at 30 µM. actives 0.061% (n = 220,000); in the data active = inhibition above about 25%; note: inactives centre near -15
Tb hexokinase: T. brucei hexokinase 1 inhibition; recombinant TbHK1, G6PDH-coupled NADH A340; inhibition, % at 10 µM; actives 0.11% (n = 220,000); AID 1430;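 active = inhibition of 50% or more in the single-dose primary screen; inactive = inhibition below 50%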
p97 ATPase inh: inhibitors of human p97 ATPase; recombinant p97 ATPase, Kinase-Glo ATP luminescence, 3 h; AID 1481; inhibition, % at 8 µM; actives 0.42% (n = 220,000); in the data active = inhibition above about 15%;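 note: 0% = DMSO vehicle and 100% = wells lacking enzyme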
Target sequence (P55072 whole entry, looked up): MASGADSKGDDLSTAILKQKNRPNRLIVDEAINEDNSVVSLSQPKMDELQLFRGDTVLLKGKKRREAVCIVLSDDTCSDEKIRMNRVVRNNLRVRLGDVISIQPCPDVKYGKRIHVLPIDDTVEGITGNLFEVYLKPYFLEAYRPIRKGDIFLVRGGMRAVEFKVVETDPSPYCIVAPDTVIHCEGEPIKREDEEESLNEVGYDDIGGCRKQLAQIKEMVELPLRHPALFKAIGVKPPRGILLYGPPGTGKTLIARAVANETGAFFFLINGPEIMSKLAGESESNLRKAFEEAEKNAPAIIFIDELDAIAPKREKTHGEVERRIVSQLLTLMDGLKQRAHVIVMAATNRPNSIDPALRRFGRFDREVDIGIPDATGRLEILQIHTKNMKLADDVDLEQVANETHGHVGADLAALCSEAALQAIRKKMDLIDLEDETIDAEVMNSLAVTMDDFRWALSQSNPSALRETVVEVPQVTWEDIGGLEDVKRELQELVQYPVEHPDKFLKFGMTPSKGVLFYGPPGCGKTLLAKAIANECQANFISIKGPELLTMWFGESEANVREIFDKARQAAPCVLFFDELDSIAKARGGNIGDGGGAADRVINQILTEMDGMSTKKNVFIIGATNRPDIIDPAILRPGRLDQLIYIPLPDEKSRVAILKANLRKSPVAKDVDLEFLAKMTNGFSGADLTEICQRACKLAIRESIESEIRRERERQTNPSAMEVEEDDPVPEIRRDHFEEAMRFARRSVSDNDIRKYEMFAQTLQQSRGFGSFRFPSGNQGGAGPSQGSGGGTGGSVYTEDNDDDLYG
EBV gp42 block: blocks Epstein-Barr virus glycoprotein 42 binding | Fluorescence polarization binding assay, mP read-out | inhibition, % (tested at 21.74 µM) | actives 0.42% (n = 220,000) | AID 1085; in the data active = inhibition above about 50%
Target sequence (Q1HVG2 whole entry, looked up): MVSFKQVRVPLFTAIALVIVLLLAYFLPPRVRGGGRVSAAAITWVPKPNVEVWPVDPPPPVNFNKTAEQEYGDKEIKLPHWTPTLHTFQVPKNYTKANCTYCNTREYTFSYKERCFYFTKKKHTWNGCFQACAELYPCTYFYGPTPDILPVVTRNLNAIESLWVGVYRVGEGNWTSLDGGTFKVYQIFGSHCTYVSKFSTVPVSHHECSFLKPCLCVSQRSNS
Runt-CBFb FRET: blocks binding of human RUNX1 Runt domain to CBFb | Q01196+Q13951 | inhibition, % at 20 µM | AID 1496 | Cerulean-Runt/Venus-CBFb FRET ratio 530/480, 1 h | actives 0.46% (n = 220,000);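 active = inhibition over about 50% at 20 µM in the single-dose screen, limit read from the data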;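 note: 0% = DMSO wells and 100% = excess unlabeled CBFb competitor control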
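Buffer or medium: Tris pH 7.5 buffer with BSA. Assay system: Cerulean-labeled Runt domain protein. Amount: each fluorescent fusion protein 100 nM. Read-out basis: loss of energy transfer signal. Incubation: 1 h compound exposure, room temperature. Probe or stimulus: Venus-CBFb binding partner, 100 nM. Detection: FRET, excitation 422 nm, emission at 530 and 480 nm.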
NCF1 inh: blocks human p47phox regulatory protein of NADPH oxidases; P14598; p47phox/p22phox peptide binding, fluorescence polarization, 2 h; inhibition, % at 24.7 µM; actives 0.53% (n = 220,000);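 active = inhibition above about 30%, limit read from the data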;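 note: 0% = p47phox with labelled peptide and 100% = labelled peptide alone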
m-calpain inh: inhibitors of pig calpain II; purified calpain II, fluorogenic peptide substrate, 30 min; inhibition, % at 16 µM; actives 0.37% (n = 220,000); AID 1236;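 active = inhibition above about 50%, limit read from the data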
RBBP9 inh: inhibitors of human serine hydrolase RBBP9; actives 0.2% (n = 220,000); recombinant RBBP9, FP-Rh probe fluorescence polarization; O75884; inhibition, % at 7.94 µM;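 active = inhibition above the campaign mean of all tested compounds plus 3 SD, cut at about 14% in these data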;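 note: plate controls were DMSO wells with RBBP9 for no effect and wells lacking RBBP9 protein for full effect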
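System: RBBP9 protein / Quantity: 2.5 µM RBBP9 dispensing solution, before mixing / Also added: Serine-hydrolase probe FP-Rh, 375 nM pre-mixing / Dosing: 7.94 µM single dose, 0.794% DMSO / Timing: enzyme-compound preincubation 30 min, then probe labeling 45 min, 25 °C / Signal: FP readout at 525/598 nm / Controls: DMSO-treated enzyme wells and wells lacking RBBP9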
Runt-SMMHC FRET: blocks binding of human RUNX1 Runt domain to CBFb-SMMHC. Q01196+Q13951. Cerulean-Runt/Venus-CBFb-SMMHC FRET ratio 530/480, 1 h. inhibition, % at 20 µM. actives 0.74% (n = 220,000). AID 1434;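 active = mean inhibition across duplicate retests at 20 µM reaching about 50%, limit read from the data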;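 note: 0% = DMSO wells and 100% = wells with excess untagged CBFb-SMMHC; inhibitors lower the FRET ratio by blocking Runt binding to CBFb-SMMHC; some results filed as inactive read as strong as hits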
An asterisk follows results filed as active; i = inactive; nt = no result given; [ ] = remark or other dose. Outcome played no part in choosing rows. About 2.7% of those tested had a hit in this group.

SMILES | Furin inhibitor | Tb hexokinase | p97 ATPase inh | EBV gp42 block | Runt-CBFb FRET | NCF1 inh | m-calpain inh | RBBP9 inh | Runt-SMMHC FRET
Fc1cccc(Cl)c1Cn1nnc2c(NCc3ccncc3)ncnc21 | -16 | 3 | -3 | -10 | 1 | -3 | -3 | 3 | -4
Cc1n[nH]c(C)c1N1C(=O)c2cccc3c(Br)ccc(c23)C1=O | 15[20 µM] | -29 | -2 | -8 | -2 | 4 | 15 | -1 | -9
CCOC(=O)Cc1csc(NC(=O)Cc2ccc(Br)cc2)n1 | -1 | 0 | -8 | -4 | 2 | -2 | 16 | -6 | -4
CCc1c(C)nc(SCC(=O)N2CCc3ccccc32)[nH]c1=O | -16 | 5 | 3 | -17 | 2 | 1 | 28 | -10 | 2
Cc1cc(/C(N)=N/OC(=O)Nc2ccc(Cl)cc2)no1 | -14 | -4 | 7 | -12 | 2 | 0 | 8 | 3 | -2
CC(C)CCSc1nc2c(c(=O)[nH]c(=O)n2C)n1CCCc1ccccc1 | -13 | 5 | -3 | 0 | 1 | 12 | 2 | -1 | -9
CCOC(=O)N1CCN(Cc2nc(N)nc(Nc3ccc(Oc4ccccc4)cc3)n2)CC1 | -11[20 µM] | -14 | -3 | -10 | -9 | -40 | -95 | 0 | 1
CC(C)=C1C2CCC1C1C(=O)N(c3ccc4c(c3)OCO4)C(=O)C21 (stereo not drawn) | 8 | -4 | -3 | -6 | 1 | 0 | 39 | -10 | 0
O=C(O)c1ccccc1NS(=O)(=O)c1ccccc1C(F)(F)F | -25[20 µM] | 2 | 1 | 1 | 1 | 4 | 18 | 6 | -2
Cc1cc(C)c2ccc(C)[n+]([O-])c2c1O | -20[20 µM] | -11 | -1 | -25 | 3 | 2 | -3 | -6 | 5
C/C(=N\NC(=O)CCC(=O)Nc1ccc(C)c(C)c1)c1cccs1 | -12 | -2 | -2 | -3 | 1 | -2 | -1 | 1 | 0
COc1ccc(C(=O)Nc2c(Cl)cc(Cl)cc2C(=O)N2CCOCC2)cc1 | -15 | -6 | 2 | -8 | 1 | -3 | 13 | -2 | 0
Cc1nc2cc(-c3ccccc3)nn2c(C)c1CCC(=O)N1CCN(c2ccccc2)CC1 | -15 | -23 | 0 | -7 | -1 | -6 | -64 | -9 | -7
N#Cc1cccc(NC(=O)COc2ccc(-n3ccnc3)cc2)c1 | -11 | 6 | 0 | -23 | -1 | -6 | -7 | -4 | -3
O=C(NC(=O)c1ccc(F)cc1F)Nc1ccc(Cl)cc1 | -25 | -10 | 3 | -13 | 0 | 4 | -17 | -14 | 0
CC(C)(C)OC(=O)NCCCC[C@H](NC(=O)c1nc[nH]c1C(=O)N1CCN(C(=O)OC(C)(C)C)CC1)C(=O)OC(C)(C)C | -25 | -6 | -6 | -14 | -6 | nt | 12 | 0 | -4
CCOc1ccc(C(CC(=O)O)NC(=O)c2ccco2)cc1 (stereo not drawn) | -15[20 µM] | -3 | -3 | -4 | 0 | -1 | 14 | -1 | -2
CC1CN(C(=O)/C=C/c2ccccc2[N+](=O)[O-])CC(C)O1 (stereo not drawn) | -12 | -5 | 3 | 3 | 0 | -1 | -19 | -5 | 1
O=[N+]([O-])c1cccc(-c2nc(NCc3ccccc3)c3ccccc3n2)c1 | -35 | -9 | 8 | 1 | 2 | -9 | 2 | 0 | -2
Cc1noc(NC(=O)c2ccc(Cl)cc2)c1Cl | -24 | -1 | 5 | -1 | -1 | 0 | 17 | -2 | -1
CCOC(=O)N1CCN(S(=O)(=O)c2ccc(OC)c(Cl)c2Cl)CC1 | -10[20 µM] | -6 | -2 | -5 | 0 | -5 | 15 | 6 | 0
Cc1ccccc1C(=O)NCCc1nnc(SCC(=O)Nc2nc(-c3ccccc3)cs2)n1C | -8[20 µM] | 2 | 4 | -3 | -2 | 12 | 14 | -4 | -3
Cc1cc(C)c2c(CN3CCN(C)CC3)cc(=O)oc2c1 | -16 | -16 | 2 | -20 | 0 | -20 | -23 | -1 | 1
O=C(c1nn2c(C(F)(F)F)cc(-c3cccs3)nc2c1Br)N1CCCc2ccccc21 | -4 | 23 | 4 | -27 | -35 | -15 | -40 | -1 | -85
O=c1c(/C=C(\O)c2ccccc2)nc2ccccc2n1-c1ccccc1 | -21[20 µM] | -17 | 4 | 176* | -101 | -202 | -140 | -3 | -66

Full records from above.
`O=C(NC(=O)c1ccc(F)cc1F)Nc1ccc(Cl)cc1` is listed with Furin inhibitor = -25; Tb hexokinase = -10; p97 ATPase inh = 3; EBV gp42 block = -13; Runt-CBFb FRET = 0; NCF1 inh = 4; m-calpain inh = -17; RBBP9 inh = -14; Runt-SMMHC FRET = 0
`Fc1cccc(Cl)c1Cn1nnc2c(NCc3ccncc3)ncnc21` is listed with Furin inhibitor = -16; Tb hexokinase = 3; p97 ATPase inh = -3; EBV gp42 block = -10; Runt-CBFb FRET = 1; NCF1 inh = -3; m-calpain inh = -3; RBBP9 inh = 3; Runt-SMMHC FRET = -4

(listing goes on)
SMILES | Furin inhibitor | Tb hexokinase | p97 ATPase inh | EBV gp42 block | Runt-CBFb FRET | NCF1 inh | m-calpain inh | RBBP9 inh | Runt-SMMHC FRET
COc1cc(CN2CCCC(C(=O)c3ccc4c5c(cccc35)CC4)C2)cc(OC)c1O (stereo not drawn) | -25 | -13 | 3 | 10 | 3 | -87 | -385 | -3 | 1
COc1ccc(-n2nnnc2-c2ccccc2)cc1 | -28[20 µM] | -7 | 1 | -7 | 0 | 16 | -2 | 7 | -3
Fc1ccc(N2CCN(c3nc(-c4ccco4)cc(C(F)(F)F)n3)CC2)cc1 | -16 | -5 | 4 | -6 | 1 | -9 | -1 | -1 | 2
CCCN(CCC)CC(O)COc1ccc2c(c1)OCO2 (stereo not drawn) | -21 | 3 | 8 | 2 | 0 | -3 | 1 | -13 | -1
CCn1c(CNC(=O)C23CC4CC(CC(C4)C2)C3)nnc1SCC(=O)Nc1nnc(C)s1 | -21 | -7 | -3 | -6 | 1 | 4 | -32 | -5 | 2
COc1cccc(/C=C2/SC(=S)N(CC(=O)Nc3nnc(C)s3)C2=O)c1 | -12 | -11 | 5 | -3 | 14 | -10 | 4 | -4 | -4
COc1ccc(S(=O)(=O)N2CCC(C(=O)N3CCc4ccccc4C3)CC2)cc1 | -8 | 2 | -12 | 2 | -1 | 9 | 30 | -1 | -3
O=C(Cc1n[nH]c(=O)[nH]c1=O)N/N=C/c1c(O)ccc2ccccc12 | -16 | -4 | 5 | 19 | -2 | 1 | -5 | -9 | -25
Cc1cc(Cl)ccc1OCC(=O)OC(C)C(=O)NC(N)=O (stereo not drawn) | -22 | 0 | -4 | -19 | -2 | -2 | -7 | -8 | -4
COc1cc(/C=N/NC(=O)c2cccc(S(=O)(=O)N3CCOCC3)c2)cc(OC)c1O | -5 | -17 | 5 | -17 | 7 | -15 | -8 | -1 | 6
Cc1ccc(C2NNC(=O)C2NC(=O)c2ccccc2)cc1 (stereo not drawn) | -10[20 µM] | -7 | 3 | -3 | 2 | -4 | 26 | 0 | 4
CCCNC(=O)C1CCN(c2nc(C)cc(C)n2)CC1 | -21 | 3 | 1 | -24 | -1 | -2 | -29 | 8 | 3
O=c1[nH]c(/C(Cl)=C/c2cc(Cl)ccc2O)nc2cc(Cl)ccc12 | -4 | 9 | 29* | -12 | -3 | -36 | -46 | -2 | -7
O=C(CSCc1cccc(CSCC(=O)Nc2ccc3ccccc3c2)n1)Nc1ccc2ccccc2c1 | -6[20 µM] | 2 | -6 | -15 | 0 | -17 | 16 | -10 | -2
Cc1cc(Cl)ccc1NC(=O)NC1CCN(S(=O)(=O)c2ccc(F)cc2)CC1 | -23[20 µM] | -4 | 5 | 13 | 3 | -9 | 23 | -3 | -2
Cc1ccc(Cn2ncc3c(N4CCN(c5ccc(C)cc5)CC4)ncnc32)cc1 | -12 | -8 | -3 | -3 | -7 | -14 | 7 | -3 | 0
CN(C)c1ccc(CN(C(=O)c2ccc(Cl)c([N+](=O)[O-])c2)C2CCS(=O)(=O)C2)cc1 (stereo not drawn) | -26 | -5 | 7 | -9 | 8 | -7 | 1 | -2 | -4
COc1ccc(NC(=O)C2CCCN(C(=O)NC3CCCCC3)C2)cc1OC (stereo not drawn) | -20 | -4 | -1 | -19 | 0 | -3 | 8 | -7 | -8
O=C(Nc1ccc(NC(=O)c2cccs2)cn1)c1ccco1 | -7 | -25 | 1 | -33 | 0 | -14 | 2 | -2 | 2
COC(=O)c1cccc(NC(=O)CN2CCOCC2)c1 | -36 | 1 | -1 | -9 | 0 | -18 | -15 | -2 | -2
Cc1ccc(-c2cc(C(=O)N3CCCc4ccccc43)no2)cc1 | -13 | -5 | -3 | 8 | 1 | -8 | 13 | -6 | -1
COc1ccc(CCNC(=S)N2CCC(C(=O)c3ccc(F)cc3)CC2)cc1OC | -24 | -1 | 5 | -5 | -1 | 1 | 11 | -7 | 27
CCC(=O)c1ccc(OC(=O)c2cnccn2)cc1 | -24 | -12 | 2 | -20 | -1 | 5 | -4 | -8 | -5
O=C(Nc1ccc(Oc2ccc(NC(=O)Nc3ccccc3Cl)cc2)cc1)Nc1ccccc1Cl | -4 | -13 | 6 | -14 | 3 | -27 | -4 | -3 | -5
Cc1ccc(S(=O)(=O)CCC(=O)NCCN2C(=O)S/C(=C/c3ccc(F)cc3)C2=O)cc1 | -14 | -20 | -4 | -11 | -11 | -14 | -1 | -6 | 1

Taken from above:
Reading of CCn1c(CNC(=O)C23CC4CC(CC(C4)C2)C3)nnc1SCC(=O)Nc1nnc(C)s1 under Runt-SMMHC FRET: 2
Reading of COc1cccc(/C=C2/SC(=S)N(CC(=O)Nc3nnc(C)s3)C2=O)c1 under Tb hexokinase: -11
Reading of O=C(Nc1ccc(Oc2ccc(NC(=O)Nc3ccccc3Cl)cc2)cc1)Nc1ccccc1Cl under Runt-SMMHC FRET: -5

Next results:
SMILES | Furin inhibitor | Tb hexokinase | p97 ATPase inh | EBV gp42 block | Runt-CBFb FRET | NCF1 inh | m-calpain inh | RBBP9 inh | Runt-SMMHC FRET
NC(=O)N/N=C\c1cc(Br)ccc1O | -7 | -9 | 3 | -14 | 5 | -10 | -193 | -8 | 13
COc1cc(NC(=O)c2cccs2)c(C(=O)OCC(=O)NC(C)c2ccccc2)cc1OC (stereo not drawn) | -15[20 µM] | -22 | -3 | -25 | 0 | -4 | -55 | 3 | -2
c1ccc(-c2nc(NCc3cccnc3)c3oc4ccccc4c3n2)cc1 | -21 | 0 | 14 | 5 | -3 | -45 | 15 | -19 | -4
COc1ccc2[nH]c(=O)c(-c3nnn(-c4ccccc4)n3)cc2c1 | -29 | 5 | 5 | -6 | 6 | -13 | -125 | -5 | 13
CCN(CC)c1nc(N)nc(N(c2ccccc2)c2ccccc2)n1 | -29 | -4 | -5 | -3 | -4 | -17 | 9 | -2 | -5
O=C(Nc1cccc(C(F)(F)F)c1)c1cccc(NS(=O)(=O)c2ccc(Br)c(C(=O)O)c2)c1 | -31 | -1 | 7 | -9 | -4 | -7 | -62 | -19 | 0
CCN1CCN(Cc2c(O)ccc3c2O/C(=C\c2ccc(C)cc2)C3=O)CC1 | -2 | -10 | 2 | -19 | 20 | -7 | i | 6 | 92*
